Source: PubChem BioAssay (National Center for Advancing Translational Sciences (NCATS))
IMPase cell inh: qHTS Assay for Identifying the Cell-Membrane Permeable IMPase Inhibitors; Inositol monophosphatase 1 (Rattus norvegicus), P97697; CHO-M1 cells, IP1 accumulation, HTRF TR-FRET ratio; inhibition (IP1 accumulation), % at 46.1 µM; 120,000 tested, under 10 active; AID 901, 2007; active = well fitted curve in the direction sought with a large enough effect in the signal ratio, not every such curve was filed as active; inconclusive = small, poorly fitted or top-dose-only effect, or a change in a side signal; inactive = no such curve, though single readings can be large or run the other way; the % refers to the signal ratio;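 note: cells stimulated with carbachol in lithium chloride buffer; plate controls were DMSO basal wells for no effect and reference inhibitor wells for full effect; higher means more IMPase inhibition seen as more IP1 and lower FRET ratio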
Target sequence (P97697 whole entry, looked up): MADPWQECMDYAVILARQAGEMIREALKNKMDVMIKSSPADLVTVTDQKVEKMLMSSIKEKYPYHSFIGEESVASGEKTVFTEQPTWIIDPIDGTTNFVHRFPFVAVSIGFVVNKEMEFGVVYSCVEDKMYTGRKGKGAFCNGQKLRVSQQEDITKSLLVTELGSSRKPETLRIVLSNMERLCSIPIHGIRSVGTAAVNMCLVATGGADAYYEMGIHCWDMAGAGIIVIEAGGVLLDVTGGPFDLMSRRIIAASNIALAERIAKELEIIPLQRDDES
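Cellular IMPase inhibition is scored as a rise in cytosolic IP1, detected by competitive TR-FRET between d2-labelled IP1 and a europium anti-IP1 antibody. M1-expressing CHO cells were stimulated with carbachol for 30 min at 37C, with lithium (50 mM LiCl) present in the buffer.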
PNC assembly inh: High Content Assay for Compounds that inhibit the Assembly of the Perinucleolar Compartment. 3.1% of 140,000 active. AID 2417, 2010. activity change (PNC), negative = inhibition, % at 10 µM. PC3M PTB-GFP, PNC prevalence imaging, 16 h; hits give low values;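 active = readout at or below -70, meaning at least 70% loss of cells showing the perinucleolar compartment, a nuclear body marking cancer cells; inconclusive = readout between -30 and a set limit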;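 note: plate controls were DMSO wells for no effect and camptothecin positive control wells for full effect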
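Compounds are pinned in duplicate onto adhered PC3M cells stably expressing GFP-tagged PTB and incubated 16 h at 37 C. Cells are then fixed, nuclei stained with Hoechst, and PNC-positive cells counted.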
15-hLO-2 inh: qHTS Assay for Inhibitors of 15-hLO-2 (15-human lipoxygenase 2); purified 15hLO-2, xylenol orange hydroperoxide absorbance; Potency, µM (highest dose often 57.1 µM), without a hit: at the top dose activity change, negative = inhibition, hits mostly inhibitors; 0.56% of 110,000 active; AID 881, 2007; note: potency is the fitted concentration of half-maximal effect; nearly all actives have a fitted effect of over 60% in size; many of its hits are not listed in these tables
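Screening format was qHTS against 50 nM purified 15hLO-2 in Hepes pH 7.5 with detergent. Activity follows hydroperoxide formation from 45 uM arachidonic acid, measured as 573:405 nm absorbance ratio of the ferric-xylenol orange complex.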
12-hLO inh: qHTS Assay for Inhibitors of 12-hLO (12-human lipoxygenase); Potency, µM (doses to about 57.1 µM), for inactives: at the top dose activity change, negative = inhibition, hits mostly inhibitors; AID 1452, 2008; purified 12-hLO, xylenol orange hydroperoxide absorbance; 0.12% of 150,000 active; note: potency is the fitted concentration of half-maximal effect; nearly all actives have a fitted effect of over 55% in size; many of its hits are not listed in these tables
Target sequence (P18054 whole entry, looked up): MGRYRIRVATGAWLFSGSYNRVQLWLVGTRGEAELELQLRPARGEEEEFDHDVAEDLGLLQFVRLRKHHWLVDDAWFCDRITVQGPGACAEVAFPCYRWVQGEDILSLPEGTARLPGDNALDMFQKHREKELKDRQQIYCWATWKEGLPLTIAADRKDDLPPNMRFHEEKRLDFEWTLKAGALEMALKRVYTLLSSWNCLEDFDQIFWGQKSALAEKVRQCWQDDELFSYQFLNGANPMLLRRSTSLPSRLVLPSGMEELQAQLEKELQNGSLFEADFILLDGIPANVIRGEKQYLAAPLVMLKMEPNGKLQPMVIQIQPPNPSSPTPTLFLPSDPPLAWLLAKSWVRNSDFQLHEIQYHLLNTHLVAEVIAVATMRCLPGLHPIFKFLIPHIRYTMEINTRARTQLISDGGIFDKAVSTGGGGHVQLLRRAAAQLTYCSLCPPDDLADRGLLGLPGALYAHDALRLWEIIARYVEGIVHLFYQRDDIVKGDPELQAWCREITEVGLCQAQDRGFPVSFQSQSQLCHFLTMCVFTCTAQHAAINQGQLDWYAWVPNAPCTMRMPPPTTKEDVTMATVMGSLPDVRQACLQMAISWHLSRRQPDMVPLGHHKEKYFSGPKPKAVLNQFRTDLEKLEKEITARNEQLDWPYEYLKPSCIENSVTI
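Purified human 12hLO (150 nM), preincubated 15 min with compound, then 40 uM arachidonic acid for 30 min, room temperature, Hepes pH 7.0 with 0.01% Triton X-100. Hydroperoxide detected by ferrous iron/xylenol orange; 573/405 nm absorbance ratio gives reaction progress.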
Numbers without * were called inactive; u = inconclusive; x = no result given; [ ] = another dose, or the depositor's remark. Unless noted, calls come from the whole dose curve; as a rule, active = well fitted curve in the direction sought with a large enough effect; inconclusive = small, poorly fitted or top-dose-only effect, or another doubt; inactive = no such curve, though single readings can be large; an effect the other way counts as inactive or inconclusive. Unless noted, % is set by controls: 0 for no effect and ±100 for the full control effect. This is a subset. The share of hits here may be higher or lower than overall.

No.	structure	IMPase cell inh	12-hLO inh	PNC assembly inh	15-hLO-2 inh
1	CCN(Cc1ccccc1)S(=O)(=O)c1cc(C(=O)NCC2CCCCC2)ccc1OC	-5	-3%	-7	x
2	O=S(=O)(c1cccs1)N1CCC(Cc2ccccc2)CC1	13	-2%	u	1%
3	CCc1nnc(NC(=O)Cn2nnc(-c3ccccc3F)n2)s1	8	-8%	u	-7%
4	CCOc1ccc(C2=Nn3c(nnc3-c3cccnc3)SC2)cc1	4	-3%	-20	0%
5	CCCC(=O)Nc1ccc(C(=O)n2nnc3ccccc32)cc1	-3	2%	7	-4%
6	CC1(C)Cc2nc3sc4c(=O)n(Cc5ccccc5)cnc4c3cc2CS1	x	0%	u	x
7	CC(C)CN(C(=O)COC(=O)c1ccc2c(c1)NC(=O)CS2)C1CCS(=O)(=O)C1 (centres undefined)	1	-4%	u	-13%
8	Cc1cccc(Nc2nc(N)c([N+](=O)[O-])c(N3CC(C)CC(C)C3)n2)c1 (centres undefined)	x	-5%	-19	x
9	Cc1cc(C)n(CCOC(=O)c2sc3ccccc3c2Cl)n1	u	-4%	4	20%
10	CC(C)NS(=O)(=O)c1ccc(CCC(=O)Nc2ccc3c(c2)OCO3)cc1	-2	-1%	u	0%
11	CCOC(=O)C1=C(O)/C(=C\c2cccs2)N=C1C	13	-3%	5	x
12	COC(=O)c1ccccc1NC(=O)c1ccc(-c2ccc(Br)cc2)o1	-1	6%	50	-6%
13	CC(=O)Nc1ccc2oc(-c3cc(F)c(F)cc3Cl)nc2c1	-10	-2%	6	1%
14	CCOc1ccccc1N1CCN(Cc2ccc(OC)c(OC)c2)CC1	-8	-11%	u	13%
15	COc1ccccc1CNC(=O)CNC(=O)Cn1cnc2ccccc2c1=O	14	-4%	12	5%

Compound profiles, as listed above. Values in the order: IMPase cell inh, 12-hLO inh, PNC assembly inh, 15-hLO-2 inh
Results for COc1ccccc1CNC(=O)CNC(=O)Cn1cnc2ccccc2c1=O → 14, -4%, 12, 5%
Results for CC1(C)Cc2nc3sc4c(=O)n(Cc5ccccc5)cnc4c3cc2CS1 → x, 0%, u, x
Results for CCCC(=O)Nc1ccc(C(=O)n2nnc3ccccc32)cc1 → -3, 2%, 7, -4%

Following part:
No.	structure	IMPase cell inh	12-hLO inh	PNC assembly inh	15-hLO-2 inh
16	C=CCNC(=O)c1onc(CCl)c1C(=O)OC	-1	-4%	3	1%
17	CCOc1ccc(S(=O)(=O)N2CCC(C(N)=O)CC2)c2ccccc12	0	-2%	u	2%
18	CCc1nnc(NC(=O)CSc2nnc(COc3ccccc3C)o2)s1	4	-2%	u	-4%
19	Cc1cccc(N2CC(=O)N(c3cccc(C)c3)CC2=O)c1	-2	0%	u	-2%
20	c1ccc2c(-c3nnc(SCc4cn5ccccc5n4)o3)c[nH]c2c1	0	1%	12	16%
21	O=C1CNC(=O)/C1=C/c1ccccc1	x	5%	u	x
22	O=C(Nc1cccc2cccnc12)c1ccc2c(c1)OCCO2	8	5%	58	11%
23	CS(=O)(=O)Nc1cccc(C2=NN(S(=O)(=O)c3ccc(F)cc3)C(c3cccs3)C2)c1 (centres undefined)	x	-7%	-3	x
24	CC(C)CNC(=O)C(=O)NNC(=O)C1CCCCC1	-3	2%	u	-9%
25	CCOC(=O)C1=C(O)/C(=C/c2ccccn2)SC1=Nc1ccc(Cl)cc1	-3	-1%	1	x
26	O=C(Nc1ccccc1C(=O)O)c1ccc(Cl)c(S(=O)(=O)N2CCOCC2)c1	-12	2%	76	-6%
27	COc1cc(S(=O)(=O)N2CCC(N3CCCCC3)CC2)ccc1-n1cnnn1	9	-3%	31	4%
28	CC(C)OC(=O)CSc1nnc(CNc2cccc(Cl)c2)n1C	11	0%	140	x
29	COc1ccc(NS(=O)(=O)c2ccc(O)c(C(=O)OCC(=O)Nc3ccc4c(c3)OCCO4)c2)cc1	x	-3%	-8	x
30	C=CCc1ccccc1OCC(O)CN1CCN(C(=O)OCC)CC1 (centres undefined)	0	-3%	u	6%

Just 12-hLO inh and 15-hLO-2 inh (4 entries from above):
no.	canonical_smiles	12-hLO inh	15-hLO-2 inh
25	CCOC(=O)C1=C(O)/C(=C/c2ccccn2)SC1=Nc1ccc(Cl)cc1	-1%	x
5	CCCC(=O)Nc1ccc(C(=O)n2nnc3ccccc32)cc1	2%	-4%
26	O=C(Nc1ccccc1C(=O)O)c1ccc(Cl)c(S(=O)(=O)N2CCOCC2)c1	2%	-6%
10	CC(C)NS(=O)(=O)c1ccc(CCC(=O)Nc2ccc3c(c2)OCO3)cc1	-1%	0%

(next part)
No.	structure	IMPase cell inh	12-hLO inh	PNC assembly inh	15-hLO-2 inh
31	Cc1cccc(Nc2nnc(SCC3CCCCO3)s2)c1 (centres undefined)	4	-1%	-19	x
32	Cc1ccc(C)c(N2CCN(C(=O)CCc3nc4ccccc4[nH]3)CC2)c1	x	0%	30	x
33	CCC(=O)O[C@H]1C(O[C@@H]2C(C)[C@H](O[C@H]3C[C@@](C)(OC)C(O)C(C)O3)C(C)C(=O)OC(CC)[C@@](C)(O)C(O)[C@H](C)C(=O)C(C)C[C@]2(C)O)OC(C)CC1N(C)C (some centres undefined)	x	46%[activator]	x	28%
34	CCOCC(=O)Nc1nnc(COCC)s1	-2	4%	-18	-2%
35	Cc1ccc(C(=O)COC(=O)CNC(=O)CNC(=O)c2ccc(C)cc2)cc1	x	2%	-1	x
36	COC(=O)C1=C2SC(C)C(=O)N2C(N)=C(C#N)C1c1ccc(OC)c(OC)c1 (centres undefined)	25[9.22 µM]	-18%	-14	-27%
37	Oc1ccc(Cl)cc1-c1cc(-c2ccco2)[nH]n1	7	u	71	u
38	CCC(=O)NC(=S)Nc1cccc(NC(=O)c2ccccc2Cl)c1	2	-3%	-29	23%
39	CC(NC(=O)c1ccc(Br)s1)C1CCCO1 (centres undefined)	3	-11%	5	-2%
40	C=CCn1c(COc2ccccc2)nnc1SCC(=O)N/N=C/c1cc(Cl)ccc1O	-6	-28%	14	12%
41	CCOc1ccc(-c2nnn(CC(=O)N3CCN(c4ccc(F)cc4)CC3)n2)cc1OCC	-6	-3%	28	2%[2.29 µM]
42	COc1cc(C(=O)Nc2c(C)cc(C)cc2C)c(-n2cnnn2)cc1OC	4	-6%	29	-4%
43	Cc1cc(=O)[nH]c2n[nH]c(-c3ccccc3)c12	2	2%	21	-10%
44	CCN=C1SC(C(=O)Nc2cccc(OCC)c2)CC(=O)N1CC (centres undefined)	0	3%	u	1%
45	Cc1cc(OCC(=O)O)c2ccccc2n1	5	-2%	u	4%
46	COc1ccc2nc(N3CCC(O)CC3)c(C#N)cc2c1	-2	-24%	u	-11%
47	O=S(Cc1ccc(Br)cc1)Cc1nnc(SCc2c(F)cccc2Cl)n1-c1ccccc1 (centres undefined)	x	-5%	-3	x
48	O=C1c2ccccc2C(=O)N1CC(=O)N1c2ccccc2CCc2ccccc21	-3	-1%	-26	-8%
49	O=C(NCc1ccc(Cl)cc1)C(=O)NCC1OCCN1C(=O)c1cccs1 (centres undefined)	-7	-2%	-29	x
50	COc1ccc(-c2nc3scc(-c4ccc(OC)c(OC)c4)c3c(=O)o2)cc1	u	-3%	u	u
51	Cc1ccc(/C=C/c2nnc(-c3ccccc3)o2)cc1	13	1%	-14	1%
52	CC(=O)C1=C(C)NC(SCC(=O)c2ccc(-c3ccccc3)cc2)=C(C#N)C1c1cccnc1 (centres undefined)	-8	-6%	84	20%
53	Cc1ccc(-c2csc(=Nc3cccnc3)n2CCCn2ccnc2)cc1C	x	-1%	-10	x
54	CCOCCn1c(CN2CCOCC2)nc2c1c(=O)[nH]c(=O)n2C	-4	5%	u	x
55	CCn1c(NN)nc2sc3c(c2c1=O)CCC3	-1	-6%	-3	-9%
56	O=C(Nc1cccc2nsnc12)C1CC(=O)N(c2ccccc2)C1 (centres undefined)	9	-3%	u	-9%
57	O=C(N/N=C/c1ccc2cccc(OCc3ccccc3)c2n1)c1ccc(Cl)cc1	-9	-4%	u	25%
58	Cc1[nH]c(=O)c(C#N)c2c1CSC(C)(C)C2	4	-2%	-100*	-2%
59	CCCS(=O)(=O)N1CCN(c2ccccc2F)CC1	-2	2%	u	1%
60	Cc1ccc(Oc2nc3ccccc3n3cccc23)cc1	5	2%	8	11%
61	CC1CC(CC(C)C(=O)Nc2nncs2)C(=O)O1 (centres undefined)	2	2%	-17	3%
62	COCCN(CCOC)S(=O)(=O)c1ccc(C(=O)Nc2nnc(C)o2)cc1	1	1%	20	-2%
63	CCOCCCNC(=S)N1C2CCC1CC(NC(=O)NC13CC4CC(CC(C4)C1)C3)C2 (centres undefined)	-1[1.84 µM]	-8%	14	2%[11.4 µM]
64	CCCc1nnc(NC(=O)Cn2c(=O)sc3ccccc32)s1	3	-4%	u	-10%
65	O=C(N/N=C/C=C/c1ccc2c(c1)OCO2)c1ccc([N+](=O)[O-])cc1	0	3%	u	-4%
66	COc1cc(NC(=O)c2ccccc2)c(OC)cc1Cl	-1	-2%	45	x
67	COc1ccc(Cl)c(Cn2c(NCC(C)O)nc3c2c(=O)n(C)c(=O)n3C)c1 (centres undefined)	9	-8%	23	0%
68	O=C(COC(=O)[C@H](Cc1ccccc1)NC(=O)c1cccs1)Nc1c(Cl)cccc1Cl	4	0%	-14	x
69	Cc1cccc(N2CCN(C(=O)C(C)C)CC2)c1C	3	3%	41	-3%
70	COc1nc(N)c(S(=O)(=O)c2ccccc2)cc1C#N	7[1.84 µM]	5%	u	7%[11.4 µM]
71	COC(=O)C1=C(C)N(C)C(=S)NC1c1ccccc1 (centres undefined)	x	-2%	-28	x
72	COCCNC(=O)CCCC(=O)NCCOC	x	-4%	-6	x
73	COc1ccc(/C=N/NC(=O)Cc2cc(OC)c(OC)cc2[N+](=O)[O-])cc1	x	-4%	-16	x
74	CCC/C(O)=C1\C(=O)CC(C)(C)CC1=NCCO	-3	1%	1	-9%
75	O=c1c2sc3nc(N4CCOCC4)c4c(c3c2ncn1CCc1ccccc1)CCCC4	-3	3%	0	-6%

Reprinted at random: 2 compounds from above.
No.	structure	IMPase cell inh	12-hLO inh	PNC assembly inh	15-hLO-2 inh
53	Cc1ccc(-c2csc(=Nc3cccnc3)n2CCCn2ccnc2)cc1C	x	-1%	-10	x
50	COc1ccc(-c2nc3scc(-c4ccc(OC)c(OC)c4)c3c(=O)o2)cc1	u	-3%	u	u

Additional records.
No.	structure	IMPase cell inh	12-hLO inh	PNC assembly inh	15-hLO-2 inh
76	O=C(Nc1ccc(N2CCN(C(=O)c3ccccc3)CC2)c(Cl)c1)c1ccco1	11	0%	4	-5%
77	O=[N+]([O-])c1cc(-c2nnc(C34CC5CC(CC(C5)C3)C4)o2)cc([N+](=O)[O-])c1	-7	11%	83	7%
78	c1csc(Cc2nn3c(-c4ccncc4)nnc3s2)c1	-1	-4%	u	-18%
79	Cn1c(=O)n(Cc2ccccc2)c(=O)c2c1nc1n2CCCN1Cc1ccccc1	1	-21%	-6	-14%
80	O=C(Nc1ccc(Cl)cc1)c1ccsn1	-2	-2%	22	-4%
81	CC1CCCN(C(=O)C2CCCN(S(=O)(=O)c3cccc4nsnc34)C2)C1 (centres undefined)	3	2%	4	-2%
82	O=C(CNC(=S)N(Cc1ccccc1)Cc1cccnc1)NC1CCCC1	-10	0%	u	x
83	Cc1ccsc1/C=C(\C#N)C(=O)NCc1ccco1	x	-5%	-22	x
84	Cn1c(-c2ccc(F)cc2)cnc1SCC(=O)NCc1ccco1	5	-14%	u	8%

Marked active in PNC assembly inh, among the entries above:
No.	structure	IMPase cell inh	12-hLO inh	PNC assembly inh	15-hLO-2 inh
58	Cc1[nH]c(=O)c(C#N)c2c1CSC(C)(C)C2	4	-2%	-100*	-2%
